Source: PubChem BioAssay
MPTP block – mitochondrial permeability transition pore inhibitors, primary screen, biochemical, isolated mouse mitochondria, absorbance; Ca2+ swelling absorbance, 30 min; 360,000 tested, 1.4% active; inhibition, % at 10 µM;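 active = inhibition of 50% or more, scaled per plate between neutral and stimulator controls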;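 also: 0% = DMSO wells given calcium and 100% = 1 mM EGTA wells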
SENP8 inh – human SENP8 protease inhibitors, primary screen, biochemical, fluorescence, Nedd8 protein substrate, uHTS; Sentrin-specific protease 8 (Homo sapiens), Q96LD8; recombinant SENP8; inhibition, % at 20 µM; 360,000 tested, 0.64% active; AID 602440, 2012; in the data active = inhibition mostly above about 40%, no sharp cut-off; inactive = mostly below about 27%
Target sequence (Q96LD8 whole entry, looked up): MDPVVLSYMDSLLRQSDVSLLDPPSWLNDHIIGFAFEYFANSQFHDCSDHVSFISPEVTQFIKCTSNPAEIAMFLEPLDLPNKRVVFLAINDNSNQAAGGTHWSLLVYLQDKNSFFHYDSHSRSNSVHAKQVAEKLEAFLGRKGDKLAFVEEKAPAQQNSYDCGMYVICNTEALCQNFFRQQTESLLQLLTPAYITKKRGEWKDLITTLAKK
PfG6PD inh – PfG6PD enzyme inhibitors, primary screen, biochemical, fluorescence intensity, uHTS | inhibition, % at 20 µM | AID 504690, 2011 | PfGluPho enzyme, NADPH resazurin-diaphorase fluorescence | 350,000 tested, 0.78% active | glucose-6-phosphate dehydrogenase-6-phosphogluconolactonase (Plasmodium falciparum 3D7);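 active = inhibition reaching at least a set limit at 20 µM in the primary screen, cut at about 59% in these data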;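 also: 0% = DMSO wells with substrate and 100% = DMSO wells lacking glucose-6-phosphate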
Starred values were filed as active, the others as inactive; . = no result given.

molecule,MPTP block,SENP8 inh,PfG6PD inh
CCOC(=O)[C@]12Cc3cc(Cl)ccc3[C@H]1N(C1CCCCC1)C(=O)c1cc(OC)ccc12,-4.9,-1,.
C[C@H]1COc2cc(N3CCN(C)CC3)ccc2S(=O)(=O)N1,-1.0,22,.
CC12CCC(O)CC1CCC1C2CCC2(C)C(C(=O)CO)CCC12 (centres undefined),2.2,21,.
Brc1ccc2c(c1)-n1nncc1CN(CC1CCCCC1)C2,0.7,13,.
N#C/C(=C\c1cccc(O)c1)C(=O)O,1.5,9,.
CSCCC(c1nnnn1C1CCCCC1)N1CCC(n2c(=O)[nH]c3ccccc32)CC1 (centres undefined),-1.4,8,.
S=C(NCCc1ccccc1)N1Cc2cc(N3CCCCC3)ccc2-n2nncc2C1,3.9,-31,.
Cc1cccc(C)c1-n1nnnc1C(C1CC1)N1CCC(n2c(=O)[nH]c3ccccc32)CC1 (centres undefined),-1.6,14,.
O=c1[nH]c2ccccc2n1C1CCN(C(CCc2ccccc2)c2nnnn2C2CCCCC2)CC1 (centres undefined),1.7,20,.
CCOC(=O)[C@]12Cc3c(cc(OC)c(OC)c3OC)[C@H]1N(C(C)C)C(=O)c1cc(OC)ccc12,1.0,3,.
O=C1NCN(c2ccccc2)C12CCN(C(c1nnnn1C1CCCCC1)C1CC1)CC2 (centres undefined),1.3,28,.
CCOC(=O)[C@]12Cc3ccc(C)cc3[C@H]1N(C1CCCCC1)C(=O)c1ccccc12,-1.6,3,.
O=C1NCN(c2ccccc2)C12CCN(C(c1cc3ccccc3o1)c1nnnn1Cc1ccccc1)CC2 (centres undefined),3.5,22,.
COC(=O)[C@@]1(Sc2ccc(C)cc2)CC(=O)N(P(=O)(OC)OC)[C@@H]1c1ccccc1,0.3,4,.
Cc1nc2ccccc2c(=O)n1-c1nccs1,0.2,-19,.
COc1cccc(C(c2nnnn2-c2c(C)cccc2C)N2CCC(n3c(=O)[nH]c4ccccc43)CC2)c1OC (centres undefined),-1.1,12,.
CCOC(=O)[C@]12Cc3ccccc3[C@H]1N(C1CCCCC1)C(=O)c1cc(OC)ccc12,-3.0,-8,.
c1cc2c(c(NC3=NCCCS3)c1)CCCC2,-1.1,17,-8
C[C@]12CC[C@H](O)C[C@@H]1CC[C@H]1[C@H]3CCC(=O)[C@@]3(C)CC[C@@H]12,-0.8,10,-8
Cc1ccccc1C(=O)N1Cc2ccccc2-n2nncc2C1,0.5,-4,-14
CS(=O)(=O)c1ccc(C2=C(CNC(=O)c3ccncc3)[C@H]3CC[C@@H](C2)N3CCOc2ccccc2)cc1,-2.6,-1,1
C[C@@H]1CN([C@@H](C)CO)C(=O)CCCn2nncc2CO[C@@H]1CN(C)C(=O)Oc1ccc2ccccc2c1,-3.6,5,6
Cc1ncoc1C(=O)NCC1=C(c2ccc3ccccc3c2)C[C@@H]2CC[C@H]1N2Cc1ccco1,-0.5,-24,4
CCc1cc2c(cc1-c1csc(C/C(N)=N/O)n1)C(C)(C)CCC2(C)C,1.2,11,20
O=C(NC(=S)N1CC1)c1ccccc1,0.0,3,-8
CC(Cc1ccc(O)cc1)NCC(O)c1ccc(O)c(O)c1 (centres undefined),2.6,24,38
Cc1ccc(OC(=O)N(C)C[C@@H]2OCc3cnnn3CCCC(=O)N([C@H](C)CO)C[C@@H]2C)cc1,0.1,19,-14
O=C(c1cccnc1)N1Cc2ccccc2-n2nncc2C1,-1.6,-5,5
CN(C)C1CCc2[nH]c3c(F)cc(F)cc3c2C1 (centres undefined),0.0,6,21
CCOC(=O)c1cccc(C2=C(CNC(=O)c3ccc([N+](=O)[O-])cc3)[C@H]3CC[C@@H](C2)N3Cc2ccccc2)c1,-2.2,-20,-12

For reference, 17 of the compounds above.
molecule,MPTP block,SENP8 inh,PfG6PD inh
CCOC(=O)[C@]12Cc3cc(Cl)ccc3[C@H]1N(C1CCCCC1)C(=O)c1cc(OC)ccc12,-4.9,-1,.
C[C@H]1COc2cc(N3CCN(C)CC3)ccc2S(=O)(=O)N1,-1.0,22,.
CC12CCC(O)CC1CCC1C2CCC2(C)C(C(=O)CO)CCC12 (centres undefined),2.2,21,.
Brc1ccc2c(c1)-n1nncc1CN(CC1CCCCC1)C2,0.7,13,.
N#C/C(=C\c1cccc(O)c1)C(=O)O,1.5,9,.
CSCCC(c1nnnn1C1CCCCC1)N1CCC(n2c(=O)[nH]c3ccccc32)CC1 (centres undefined),-1.4,8,.
S=C(NCCc1ccccc1)N1Cc2cc(N3CCCCC3)ccc2-n2nncc2C1,3.9,-31,.
Cc1cccc(C)c1-n1nnnc1C(C1CC1)N1CCC(n2c(=O)[nH]c3ccccc32)CC1 (centres undefined),-1.6,14,.
O=c1[nH]c2ccccc2n1C1CCN(C(CCc2ccccc2)c2nnnn2C2CCCCC2)CC1 (centres undefined),1.7,20,.
CCOC(=O)[C@]12Cc3c(cc(OC)c(OC)c3OC)[C@H]1N(C(C)C)C(=O)c1cc(OC)ccc12,1.0,3,.
O=C1NCN(c2ccccc2)C12CCN(C(c1nnnn1C1CCCCC1)C1CC1)CC2 (centres undefined),1.3,28,.
CCOC(=O)[C@]12Cc3ccc(C)cc3[C@H]1N(C1CCCCC1)C(=O)c1ccccc12,-1.6,3,.
O=C1NCN(c2ccccc2)C12CCN(C(c1cc3ccccc3o1)c1nnnn1Cc1ccccc1)CC2 (centres undefined),3.5,22,.
COC(=O)[C@@]1(Sc2ccc(C)cc2)CC(=O)N(P(=O)(OC)OC)[C@@H]1c1ccccc1,0.3,4,.
Cc1nc2ccccc2c(=O)n1-c1nccs1,0.2,-19,.
COc1cccc(C(c2nnnn2-c2c(C)cccc2C)N2CCC(n3c(=O)[nH]c4ccccc43)CC2)c1OC (centres undefined),-1.1,12,.
CCOC(=O)[C@]12Cc3ccccc3[C@H]1N(C1CCCCC1)C(=O)c1cc(OC)ccc12,-3.0,-8,.

Next part.
C[C@@H]1CN([C@@H](C)CO)C(=O)CCCn2nncc2CO[C@@H]1CN(C)C(=O)Oc1cccc2ccccc12
  MPTP block: -0.4	SENP8 inh: 7	PfG6PD inh: 10

CS(=O)(=O)c1ccc(C2=C(CNC(=O)c3nccs3)[C@H]3CC[C@@H](C2)N3Cc2ccco2)cc1
  MPTP block: -1.1	SENP8 inh: -1	PfG6PD inh: -3

c1ccc2[nH]c(CCN3CCCCC3)nc2c1
  MPTP block: -0.4	SENP8 inh: 19	PfG6PD inh: 2

C[C@H](CO)N1C[C@H](C)[C@@H](CN(C)C(=O)Oc2ccc3ccccc3c2)OCc2cn(nn2)CCCC1=O
  MPTP block: -0.9	SENP8 inh: 16	PfG6PD inh: -6

O=C(NCC1=C(c2ccc3ccccc3c2)C[C@@H]2CC[C@H]1N2Cc1ccco1)c1cccnc1
  MPTP block: -0.7	SENP8 inh: -21	PfG6PD inh: -2

COc1ccc(CN2CCN(C(=O)Cc3ccccc3)CC2)cc1OC
  MPTP block: -1.7	SENP8 inh: -14	PfG6PD inh: -4

O=C(c1cccs1)N1CCC(C(=O)O)(c2ccccc2)CC1
  MPTP block: -0.4	SENP8 inh: 22	PfG6PD inh: -17

Fc1ccccc1CN1Cc2ccccc2-n2nncc2C1
  MPTP block: -1.0	SENP8 inh: 3	PfG6PD inh: 9

COc1ccc(C(=O)CC(c2ccc(OC)c(OC)c2)c2c(O)c3ccccc3oc2=O)cc1OC (centres undefined)
  MPTP block: 2.2	SENP8 inh: 9	PfG6PD inh: -23

O=c1c2ccccc2[nH]c(=S)n1-c1cccc(Cl)c1
  MPTP block: 0.6	SENP8 inh: -60	PfG6PD inh: 3

FC(F)(F)c1cccc(NC2=NCCS2)c1
  MPTP block: 10	SENP8 inh: 18	PfG6PD inh: 57

COc1ccc(C(CC(C)=O)c2c(O)c3ccccc3oc2=O)cc1OC (centres undefined)
  MPTP block: 14	SENP8 inh: -38	PfG6PD inh: -16

CCOC(=O)CNC(=O)N1Cc2ccccc2-n2nncc2C1
  MPTP block: -0.3	SENP8 inh: 25	PfG6PD inh: -10

CCCOc1ccccc1OCC(=O)N1CCN(CC(=O)N2CCOCC2)CC1
  MPTP block: -0.9	SENP8 inh: 11	PfG6PD inh: -12

CCOC(=O)c1cccc(C2=C(CNC(=O)c3ccncc3)[C@H]3CC[C@@H](C2)N3Cc2ccccc2)c1
  MPTP block: 0.5	SENP8 inh: -18	PfG6PD inh: -8

COc1ccc(OC(=O)N(C)C[C@@H]2OCc3cnnn3CCCC(=O)N([C@H](C)CO)C[C@H]2C)cc1
  MPTP block: 1.1	SENP8 inh: 7	PfG6PD inh: -1

COC(=O)C1=C(c2ccc(OCc3ccccc3)cc2)C[C@@H]2CC[C@H]1N2C
  MPTP block: 0.4	SENP8 inh: -20	PfG6PD inh: 7

O=C(Cc1cccs1)N1Cc2ccccc2-n2nncc2C1
  MPTP block: 0.5	SENP8 inh: -9	PfG6PD inh: 17

O=c1c2ccccc2[nH]c(=S)n1-c1cccc(C(F)(F)F)c1
  MPTP block: -1.4	SENP8 inh: -11	PfG6PD inh: 4

O=C(CCN1CC=C(c2ccccc2)CC1)NCc1ccccc1
  MPTP block: -0.1	SENP8 inh: 5	PfG6PD inh: -4

COC(=O)C1=C(c2ccc(OCc3ccccc3)cc2)C[C@@H]2CC[C@H]1N2C(=O)NCc1ccc(F)cc1
  MPTP block: 3.1	SENP8 inh: 13	PfG6PD inh: 15

CCOC(=O)c1cccc(C2=C(CNC(=O)c3nccs3)[C@H]3CC[C@@H](C2)N3Cc2ccccc2)c1
  MPTP block: -0.5	SENP8 inh: 5	PfG6PD inh: 2

COc1cccc(C)c1NC1=NCCO1
  MPTP block: -2.9	SENP8 inh: 2	PfG6PD inh: -20

CS(=O)(=O)c1ccc(C2=C(CNC(=O)c3ccc([N+](=O)[O-])cc3)[C@H]3CC[C@@H](C2)N3CCOc2ccccc2)cc1
  MPTP block: -1.9	SENP8 inh: 9	PfG6PD inh: -13

O=C(O)C(O)(c1ccc(Cl)cc1)C1(O)CCCC1 (centres undefined)
  MPTP block: 0.7	SENP8 inh: 20	PfG6PD inh: -8

COC(=O)C1=C(c2ccccc2OCc2ccccc2)C[C@@H]2CC[C@H]1N2C
  MPTP block: -1.8	SENP8 inh: 5	PfG6PD inh: -16

C[C@@H]1CN([C@H](C)CO)C(=O)CCCn2nncc2CO[C@H]1CN(C)C(=O)Oc1ccc2ccccc2c1
  MPTP block: -1.3	SENP8 inh: 8	PfG6PD inh: -4

COc1ccc(C(SCC(NC(=O)OCc2ccccc2)C(=O)O)c2ccc(OC)cc2)cc1 (centres undefined)
  MPTP block: 0.4	SENP8 inh: 6	PfG6PD inh: -42

O=C(c1cc(Cl)cc(Cl)c1)N1Cc2ccccc2-n2nncc2C1
  MPTP block: -3.0	SENP8 inh: -4	PfG6PD inh: 4

CS(=O)(=O)c1ccc(C2=C(CNC(=O)c3cccnc3)[C@H]3CC[C@@H](C2)N3Cc2ccccc2)cc1
  MPTP block: 1.3	SENP8 inh: 18	PfG6PD inh: -7

Cc1ccc(OC(=O)N(C)C[C@@H]2OCc3cnnn3CCCC(=O)N([C@@H](C)CO)C[C@@H]2C)cc1
  MPTP block: -1.4	SENP8 inh: 19	PfG6PD inh: -5

COC(=O)C12CCc3cc(OC)ccc3C1=CC(=O)C2 (centres undefined)
  MPTP block: 1.0	SENP8 inh: -470	PfG6PD inh: 15

Not all compounds are listed; rates above refer to the full screens.
